High-throughput results: PubChem BioAssay, several laboratories
OX1R antagonist – human HCRTR1 antagonism; inhibition, % at 5 µM; 330,000 compounds, 0.43% hits; O43613; CHO/OX1R cells, Fluo-8 calcium fluorescence, orexin A;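 active means inhibition above its plate's threshold, mean inhibition of all tested compounds on the plate plus 3 SD, cut at about 37% in these data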;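 further: 0% = orexin A challenge wells and 100% = SB-334867-A antagonist wells; not every result past the cut was called active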
Target sequence (O43613 whole entry, looked up): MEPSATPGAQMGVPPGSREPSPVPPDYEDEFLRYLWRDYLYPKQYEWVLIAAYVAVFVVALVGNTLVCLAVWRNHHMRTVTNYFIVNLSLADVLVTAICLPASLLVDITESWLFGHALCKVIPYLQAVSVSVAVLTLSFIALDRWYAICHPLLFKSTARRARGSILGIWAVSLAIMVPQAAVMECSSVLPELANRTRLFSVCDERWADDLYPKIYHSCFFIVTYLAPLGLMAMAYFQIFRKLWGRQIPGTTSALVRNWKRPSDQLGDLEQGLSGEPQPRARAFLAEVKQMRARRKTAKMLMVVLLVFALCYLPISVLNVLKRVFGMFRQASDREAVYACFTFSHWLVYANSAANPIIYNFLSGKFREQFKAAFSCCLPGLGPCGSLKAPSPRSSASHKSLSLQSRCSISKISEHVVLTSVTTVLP
CHT allo act – allosteric activators of human choline transporter CHT; CHT-expressing cells, membrane potential dye, choline EC20; stronger effect = higher value; LV-AA mutant CHT in HEK293 cells; B-score at 10 µM; Q9GZV3; 310,000 compounds, 0.49% hits; AID 488977;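 active means initial fluorescence not abnormally high and integrated response B-score, plate-corrected, over 3 SD above library mean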
An asterisk follows results filed as active; i = inactive; x = no result given.

COc1cccc(OC)c1OCCCN1CCOCC1
  OX1R antagonist = -3
  CHT allo act = i
CCOC(=O)C1=C(C)N(c2ccc(C)cc2)C(=O)/C1=C\c1ccc(O)c(OC)c1
  OX1R antagonist = -14
  CHT allo act = i
CCN(Cc1ccccc1)C1CCN(Cc2ccccc2)CC1
  OX1R antagonist = -13
  CHT allo act = i
COc1cccc(C(=O)NC2(C(F)(F)F)N=C3SCCN3C2=O)c1 (configuration not stated)
  OX1R antagonist = 2
  CHT allo act = i
CC1CCc2sc(NC(=O)c3ccc(N4C(=O)CCC4=O)cc3)c(C(N)=O)c2C1 (configuration not stated)
  OX1R antagonist = -11
  CHT allo act = i
O=C(Nc1sc2c(c1C(=O)O)CCCCC2)c1ccco1
  OX1R antagonist = 8
  CHT allo act = i
COc1ccc(-c2nc(-n3c(C)c(C(C)=O)c(C(C)=O)c3C)sc2C)cc1OC
  OX1R antagonist = -14
  CHT allo act = i
COc1ccc(-c2occ(C(=O)O)c2C(=O)O)cc1
  OX1R antagonist = -8
  CHT allo act = i
NCCCCC(=O)O
  OX1R antagonist = 0
  CHT allo act = i
Fc1cccc(F)c1-n1c(CN2CCCC2)csc1=S
  OX1R antagonist = -13
  CHT allo act = i
CCOC(=O)C(=O)NC(C)c1ccccc1 (configuration not stated)
  OX1R antagonist = -8
  CHT allo act = i
Cc1cccc(N2CCN(CC(=O)NCC3CCCCC3)CC2)c1C
  OX1R antagonist = -34
  CHT allo act = i
COc1cc(/C=N/O)cc(Br)c1OC
  OX1R antagonist = 7
  CHT allo act = i
CCOc1ccccc1-c1noc(CCC(=O)NC2CCCCC2)n1
  OX1R antagonist = -26
  CHT allo act = i
CC(C)C[C@H](NC(=O)NCc1ccccc1Cl)C(=O)O
  OX1R antagonist = -7
  CHT allo act = i
C=CCNC(=O)C1CC2Cn3c(nc4cc5ccccc5cc43)C2N1C (configuration not stated)
  OX1R antagonist = 7
  CHT allo act = i
O=C(NC1CCCCC1)C(c1ccc(F)cc1)N(CCN1CCOCC1)C(=O)c1ccc(-c2ccccc2)[nH]1 (configuration not stated)
  OX1R antagonist = -18
  CHT allo act = i
Cc1cc(SCC(=O)Nc2cccc(S(=O)(=O)NC3=NCCCCC3)c2)c(C)cc1Br
  OX1R antagonist = 4
  CHT allo act = i
CC(=O)NCCc1ccc(S(=O)(=O)Nc2ccc(NC(=O)c3ccc(F)cc3)cc2)cc1
  OX1R antagonist = -6
  CHT allo act = i
CCN(CC)c1ccc(CNc2nc3ccccc3n2CCN2CCCCC2)cc1
  OX1R antagonist = -29
  CHT allo act = i
CCOC(=O)c1cnc(N2CCN(C(=O)OCC)CC2)[nH]c1=O
  OX1R antagonist = -2
  CHT allo act = i
COc1ccc(S(=O)(=O)N2CC(C)N(C(=O)N3CCOCC3)C2)cc1 (configuration not stated)
  OX1R antagonist = -8
  CHT allo act = i
C=C(C)Cn1c(=O)c2c(nc3n2CCN3c2cccc(Cl)c2C)n(C)c1=O
  OX1R antagonist = -35
  CHT allo act = i
Cc1c(CC(=O)NCCCC(=O)O)c(=O)oc2cc3c(cc12)CCC(C)(C)O3
  OX1R antagonist = -15
  CHT allo act = i
CC(=O)Nc1ccccc1-c1nc2ccccc2nc1OCC(=O)c1ccc(Cl)cc1
  OX1R antagonist = -18
  CHT allo act = i

Some of the entries above in a different format:
Values in the order: OX1R antagonist, CHT allo act
O=C(Nc1sc2c(c1C(=O)O)CCCCC2)c1ccco1
  8, i
COc1ccc(-c2nc(-n3c(C)c(C(C)=O)c(C(C)=O)c3C)sc2C)cc1OC
  -14, i
COc1ccc(-c2occ(C(=O)O)c2C(=O)O)cc1
  -8, i
NCCCCC(=O)O
  0, i
Fc1cccc(F)c1-n1c(CN2CCCC2)csc1=S
  -13, i

Record cards (already shown).
Cc1c(CC(=O)NCCCC(=O)O)c(=O)oc2cc3c(cc12)CCC(C)(C)O3 across the screens: OX1R antagonist = -15; CHT allo act = i
COc1cccc(OC)c1OCCCN1CCOCC1 across the screens: OX1R antagonist = -3; CHT allo act = i

The results go on:
COc1ccc(CN(C)S(=O)(=O)c2nnc(NC(=O)c3cccc(C)c3)s2)cc1OC
  OX1R antagonist = -9
  CHT allo act = i
CC(NCC(=O)Nc1ccccc1C(=O)NC1CC1)c1cccc(C(F)(F)F)c1 (configuration not stated)
  OX1R antagonist = -11
  CHT allo act = x
O=C1CCC(C(=O)Nc2ccc(OC(F)F)cc2)N1 (configuration not stated)
  OX1R antagonist = 7
  CHT allo act = i
NS(=O)(=O)c1ccc(N=Nc2ccc(O)c3ncccc23)cc1
  OX1R antagonist = -15
  CHT allo act = i
CC1C=CCC2C(=O)N(c3ccccc3OC(=O)c3cccs3)C(=O)C12 (configuration not stated)
  OX1R antagonist = -25
  CHT allo act = i
O=C(C#Cc1ccccc1)NCc1ccccc1F
  OX1R antagonist = x
  CHT allo act = i
CCn1c(=N)n(CC(=O)C(C)(C)C)c2ccccc21
  OX1R antagonist = -43
  CHT allo act = i
CCCCC(=O)Nc1ccc(NC(=S)NC(=O)CC(C)C)cc1OC
  OX1R antagonist = -33
  CHT allo act = i
Cc1cccc(-c2nc(CS(=O)CC(=O)NC3CCCC(C)C3C)c(C)o2)c1 (configuration not stated)
  OX1R antagonist = -36
  CHT allo act = i
CC(C)(C)OC(=O)N[C@@H](COCc1ccccc1)C(=O)N[C@@H](CO)[C@H](O)[C@@H]1C[C@@H]1C(=O)NC1CC1
  OX1R antagonist = -16
  CHT allo act = i
CCSc1nc2ccccc2n1CC(=O)O
  OX1R antagonist = 3
  CHT allo act = i
O=C(COC(=O)C1CC(O)CN1S(=O)(=O)c1ccccc1[N+](=O)[O-])c1ccc[nH]1 (configuration not stated)
  OX1R antagonist = -9
  CHT allo act = x
O=C(NCC1CCN(C(=O)c2ccc([N+](=O)[O-])cc2)CC1)C(=O)Nc1ccccc1
  OX1R antagonist = -3
  CHT allo act = i
CCOC(=O)c1c(C)[nH]c(C(=O)NCCc2ccc(OC)c(OC)c2)c1C
  OX1R antagonist = -33
  CHT allo act = i
O=C(CSc1nc2ccccc2s1)NCc1ccc2c(c1)OCO2
  OX1R antagonist = -13
  CHT allo act = i
O=C(CNC(=O)c1ccccc1Cl)Nc1ccncc1
  OX1R antagonist = -10
  CHT allo act = x
CC(=O)N1CCN(C(=O)c2ccc(S(=O)(=O)Nc3ccccc3F)cc2)CC1
  OX1R antagonist = 6
  CHT allo act = x
CCCCCCCNC(=O)C1(CC2CC(c3cccc(Br)c3)=NO2)CCN(C(=O)OC(C)(C)C)CC1 (configuration not stated)
  OX1R antagonist = -35
  CHT allo act = i
COc1cc(-c2nc(-c3cccnc3)no2)cc(OC)c1OC
  OX1R antagonist = -51
  CHT allo act = i
CCc1nc(C)cn1S(=O)(=O)c1ccc(Br)cc1
  OX1R antagonist = x
  CHT allo act = i
O=C(CNCc1cccs1)Nc1ccc(S(=O)(=O)N2CCCCC2)cc1
  OX1R antagonist = -9
  CHT allo act = i
Cc1nc(-c2ccccc2)c(-c2ccccc2)[nH]1
  OX1R antagonist = -11
  CHT allo act = i
COc1ccccc1-c1nn2c(=O)cc(C)nc2s1
  OX1R antagonist = -24
  CHT allo act = i
O=C(N/N=C/c1ccc[nH]1)c1ccc(Cl)cc1
  OX1R antagonist = -12
  CHT allo act = i
COc1ccc(CN(CC2CCCO2)S(=O)(=O)c2ccc(C(=O)O)cc2)cc1OC (configuration not stated)
  OX1R antagonist = -13
  CHT allo act = i

Cn1nccc1C(=O)OCC(=O)Nc1cccc(Cl)c1
  OX1R antagonist = -21
  CHT allo act = x
O=C(O)c1ccccc1C(=O)Nc1ccc(Oc2ccc3ccccc3c2)cc1
  OX1R antagonist = -13
  CHT allo act = i
O=C(COc1ncnc2scc(-c3ccc(F)cc3)c12)NCc1ccco1
  OX1R antagonist = -29
  CHT allo act = i
O=C1NC(=O)C2C1C(c1cccs1)NN2Cc1ccccc1 (configuration not stated)
  OX1R antagonist = -9
  CHT allo act = i
CN1C(=O)N(C)C2(c3ccccc3)N(C(C)(C)C)C(=O)NC12c1ccccc1 (configuration not stated)
  OX1R antagonist = -18
  CHT allo act = i
COc1ccccc1N1CCN(Cc2cc(=O)c(OCC#N)co2)CC1
  OX1R antagonist = -3
  CHT allo act = i
O=C(NCc1cccnc1)c1csc2c1CCCC2
  OX1R antagonist = -5
  CHT allo act = i
COc1ccc(C2N(C(=O)c3ccccc3)CCN2C(=O)c2ccc(C)cc2)cc1 (configuration not stated)
  OX1R antagonist = -17
  CHT allo act = i
Cc1occc1C(=O)Nc1cccc([N+](=O)[O-])c1
  OX1R antagonist = -8
  CHT allo act = i

Random excerpt: 3 compounds from above
O=C(O)c1ccccc1C(=O)Nc1ccc(Oc2ccc3ccccc3c2)cc1
  OX1R antagonist = -13
  CHT allo act = i
CN1C(=O)N(C)C2(c3ccccc3)N(C(C)(C)C)C(=O)NC12c1ccccc1 (configuration not stated)
  OX1R antagonist = -18
  CHT allo act = i
O=C1NC(=O)C2C1C(c1cccs1)NN2Cc1ccccc1 (configuration not stated)
  OX1R antagonist = -9
  CHT allo act = i

Molecules shown so far with a CF3 group:
COc1cccc(C(=O)NC2(C(F)(F)F)N=C3SCCN3C2=O)c1 (configuration not stated)
  OX1R antagonist = 2
  CHT allo act = i
CC(NCC(=O)Nc1ccccc1C(=O)NC1CC1)c1cccc(C(F)(F)F)c1 (configuration not stated)
  OX1R antagonist = -11
  CHT allo act = x
